LYPLA2 inh: LYPLA2 inhibitors, primary screen, counter-screen for PME1 inhibitor project, biochemical, fluorescence polarization, FP-Rh probe ABPP; Acyl-protein thioesterase 2 (Homo sapiens), O95372; recombinant LYPLA2; inhibition, % at 5.9 µM; 320,000 tested, 0.38% active;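 active = inhibition above the screen-wide mean plus 3 SD, limit set per campaign, cut at about 26% in these data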;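 note: 0% = LYPLA2 with DMSO and 100% = wells lacking LYPLA2 enzyme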
Target sequence (O95372 whole entry, looked up): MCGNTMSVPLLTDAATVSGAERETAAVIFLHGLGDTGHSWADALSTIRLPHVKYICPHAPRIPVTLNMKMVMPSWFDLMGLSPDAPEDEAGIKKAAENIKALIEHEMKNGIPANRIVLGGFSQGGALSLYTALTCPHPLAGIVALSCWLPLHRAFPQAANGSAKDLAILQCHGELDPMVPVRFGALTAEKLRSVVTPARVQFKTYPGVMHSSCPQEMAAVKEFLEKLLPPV
PP1 inh: PP1-alpha phosphatase inhibitors, primary screen, counter-screen for PP5 inhibitor project, biochemical, fluorescence, OMFP substrate, single point | Serine/threonine-protein phosphatase PP1-alpha catalytic subunit (Homo sapiens), P62136 | purified PP1alpha | inhibition, % at 6.7 µM | 320,000 tested, 0.9% active;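 active = inhibition above the mean inhibition of all tested compounds plus 3 SD, computed separately for each screening campaign, cut at about 15% in these data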
PREPL inhibitor: PREPL enzyme inhibitors, primary screen, biochemical, fluorescence polarization; 320,000 tested, 0.68% active; recombinant PREPL, fluorescence polarization activity-based probe; inhibition, % at 5.96 µM; Prolyl endopeptidase-like (Homo sapiens), Q4J6C6; AID 2751, 2010; in the data active = inhibition above about 43%;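 note: 0% = enzyme with DMSO and 100% = wells lacking enzyme; many of its hits are not listed in these tables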
Target sequence (Q4J6C6 whole entry, looked up): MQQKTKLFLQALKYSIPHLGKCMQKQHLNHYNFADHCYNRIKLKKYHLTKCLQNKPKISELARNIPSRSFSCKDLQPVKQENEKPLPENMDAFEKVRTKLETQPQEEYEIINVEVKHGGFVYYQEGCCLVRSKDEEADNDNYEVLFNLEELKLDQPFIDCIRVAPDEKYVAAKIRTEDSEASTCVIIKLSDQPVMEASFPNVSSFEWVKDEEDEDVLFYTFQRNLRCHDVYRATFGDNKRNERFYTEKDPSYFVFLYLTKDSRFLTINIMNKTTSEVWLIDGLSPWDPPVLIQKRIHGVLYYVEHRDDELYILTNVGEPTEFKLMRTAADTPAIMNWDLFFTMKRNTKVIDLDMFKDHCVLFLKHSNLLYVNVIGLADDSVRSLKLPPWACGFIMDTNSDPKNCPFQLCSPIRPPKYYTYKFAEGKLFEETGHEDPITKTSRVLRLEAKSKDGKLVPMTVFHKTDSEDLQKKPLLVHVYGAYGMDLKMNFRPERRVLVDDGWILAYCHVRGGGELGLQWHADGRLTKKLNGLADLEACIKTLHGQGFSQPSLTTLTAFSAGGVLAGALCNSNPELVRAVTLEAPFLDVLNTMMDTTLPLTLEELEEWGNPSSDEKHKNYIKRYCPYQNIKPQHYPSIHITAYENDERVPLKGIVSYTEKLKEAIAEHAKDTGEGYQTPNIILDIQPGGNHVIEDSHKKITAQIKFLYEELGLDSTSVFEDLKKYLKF
HCV core dimer: inhibitors of HCV core protein dimerization, primary screen, biochemical, TR-FRET, high-throughput | AID 1899, 2009 | TR-FRET GST/Flag-core106 dimerization, 1536-well | 300,000 tested, 0.33% active | inhibition, % at 5 µM;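 active = inhibition above the mean of all tested compounds plus 3 SD, set per screening campaign, cut at about 45% in these data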
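System: GST-tagged and Flag-tagged HCV core protein residues 1-106 / Input: core106 proteins, GST 13.5 nM and Flag 17 nM / Buffer or medium: KF-containing HEPES buffer, pH 7.45, DTT, CHAPS, BSA / Probe or stimulus: Eu-anti-GST and XL665-anti-Flag labelled anti-tag antibodies / Schedule: 4 h, 22.5 °C incubation / Technique: TR-FRET 671 and 617 nm emission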
Efflux pump inh: inhibitors of Candida efflux pumps in yeast, primary screen, S. cerevisiae, Nile Red, multiplex; inhibition, % at 10 µM; S. cerevisiae Candida pump triplex; 330,000 tested, 0.44% active;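 active = plate passing quality check with inhibition over a set limit, or well fluorescence over plate mean plus 4 SD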;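 note: Nile Red retained in pooled yeast measured as flow cytometry median fluorescence; 0% = buffer negative control and 100% = Enniatin B positive control; higher means more Nile Red kept so more efflux inhibition; some compounds called inactive have numbers as strong as hits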
JMJD2C inh: inhibitors of GASC-1 histone demethylase, primary screen, biochemical, fluorescence, DELFIA europium; inhibition, % at 2.35 µM; GST-JMJD2C(1-420) H3K9me3 demethylation; 330,000 tested, 0.069% active; AID 2099, 2009;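 active = more than half of a compound's replicate wells show inhibition beyond 50%, single wells judged on their own value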;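 note: signal counts dimethyl H3K9 product captured on neutravidin plate; 0% = median of DMSO wells and 100% = 0.3 times that DMSO median; strong numbers were not always called active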
CTSL1 counter: Fasciola hepatica cathepsin L1 inhibitors, primary screen, counter-screen for PFM18AAP inhibitor project, biochemical, QFRET, fluorogenic peptide substrate; recombinant F. hepatica cathepsin L1, Z-Leu-Arg-MCA fluorescence; AID 1906, 2009; 300,000 tested, 0.49% active; inhibition, % at 5.96 µM;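 active = inhibition above the mean of all tested compounds plus 3 SD, set per screening campaign, cut at about 17% in these data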;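 note: 0% = plate median of test compound wells and 100% = 1 µM Z-Phe-Ala-diazomethylketone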
TPT1 inhibitor: Candida albicans TPT1 enzyme inhibitors, primary screen, biochemical, fluorescence polarization; tRNA 2'-phosphotransferase TPT1 (Candida albicans SC5314); recombinant caTPT1, FP RNA substrate dephosphorylation; inhibition, % at 5 µM; 300,000 tested, 0.81% active; AID 1962, 2009;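 active = inhibition above the mean of all tested compounds plus 3 SD, set per screening campaign, cut at about 24% in these data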;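 note: plate controls were DMSO alone for no effect and ferristatin control at 100 nM for full effect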
PP5 inh: PP5 phosphatase inhibitors, primary screen, biochemical, fluorescence | AID 1987, 2009 | 320,000 tested, 0.18% active | Serine/threonine-protein phosphatase 5 (Homo sapiens), P53041 | inhibition, % at 6.7 µM | purified PP5c, OMFP substrate fluorescence;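 active = inhibition above the campaign's mean inhibition across all tested compounds plus 3 SD, cut at about 9.5% in these data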;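 note: 0% = DMSO only and 100% = 100 µM cantharidin control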
The depositor's hits bear a star; . = not tested or not shown; & = joins results of further samples. An excerpt. The share of hits here may be higher or lower than overall.

1: CCOc1ccccc1NC(=O)C1CCN(S(C)(=O)=O)CC1
2: CCOC(=O)c1nnn(-c2ccccc2C#N)c1C
3: S=C(NC1CC1)SCc1ccco1
4: Cc1ccc(NS(=O)(=O)c2sc3ccc(Cl)cc3c2C)cc1
5: O=C(OCCCN=C1NS(=O)(=O)c2ccccc21)C1CC(=O)N(c2ccc(Cl)cc2)C1 (stereo not given)
6: CCOC(=O)c1nnc(-c2ccccc2)nc1N1CC(C)OC(C)C1 (stereo not given)
7: Cc1ccc(C(C(=O)NCc2ccc(F)cc2)N(CCCO)C(=O)C2COc3ccccc3O2)o1 (stereo not given)
8: O=C(Nc1cccc(F)c1)c1cccc2c1C(=O)N(C1CCCCC1)C2

compound no.,1,2,3,4,5,6,7,8
LYPLA2 inh,9,5,-2,-28,3,5,-1,-12
PP1 inh,-2,0,-6,2,3,-2,-2,-1
PREPL inhibitor,-5,-2,8,-61,3,6,0,5
HCV core dimer,3,0,.,1,-6,-3,4,1
Efflux pump inh,-0.2,0.0,0.1,0.1,0.0,0.0,0.1,0.0
JMJD2C inh,-1,23,4,-17,8,0,1,-2
CTSL1 counter,-3,-5,.,0,-4,2,-1,-4
TPT1 inhibitor,-3,-1,.,0,-5,0,1,1
PP5 inh,3.8,-3.7,2.3,4.7,2.7,2.4,2.8,-0.1

9: CC1(C)CC(=O)C2=C(C1)Nc1ccccc1NC2c1ccc([N+](=O)[O-])cc1 (stereo not given)
10: CCOc1ccc(C(=O)Nc2nnn(CC)n2)cc1
11: Nc1nc(-c2ccccc2)c(N=Nc2cccnc2)s1
12: O=C1C2C3C=CC(C3=C3CCCCC3)C2C(=O)N1Cc1ccccc1 (stereo not given)
13: O=C(COc1ccc([N+](=O)[O-])cc1)Nc1ccncc1
14: CCC(NC(=O)CSc1nnnn1C1CC1)c1ccc(Br)cc1 (stereo not given)
15: CCCc1cc(=O)oc2cc(OCc3cccc(OC)c3)c(Cl)cc12
16: CCCCN(Cc1ccccc1)c1ncnc2nc[nH]c12

compound no.,9,10,11,12,13,14,15,16
LYPLA2 inh,2,-5,-7,-2,3,8,12,0
PP1 inh,-6,-4,1,-7,1,2,3,-3
PREPL inhibitor,28,-4,18,1,16,12,-8,-11
HCV core dimer,-4,-5,-5,4,6,.,3,-10
Efflux pump inh,0.0,0.0,0.5,-0.9,0.2,-0.1,-0.1,0.0
JMJD2C inh,-13,4,-8,-19,0,-3,1,4
CTSL1 counter,5,-2,1,-3,1,.,2,6
TPT1 inhibitor,0,2,-2,7,-2,.,-2,-1
PP5 inh,-0.1,0.1,1.6,3.6,1.9,-1.1,3.5,1.3

17: Cc1ccc(C(=O)Nc2nnc(S(=O)(=O)N3CCCCCC3)s2)cc1
18: Cc1ccc(S(=O)(=O)Cc2ccc(C(=O)NC3CCCC3)o2)cc1
19: Cc1ccc(C2/C(=C(/O)c3ccc(Cl)cc3)C(=O)C(=O)N2CC2CCCO2)o1 (stereo not given)
20: CCN(CC)S(=O)(=O)c1ccc(Cc2ncc(C(F)(F)F)cc2Cl)s1
21: CCCCn1nnc(NC(=O)Cc2ccc(Cl)cc2)n1
22: Cc1ccc(NC(=O)NCc2ccccn2)cc1Cl
23: Cn1c(=O)n(CCCO)c(=O)c2c1nc1n2CCCN1Cc1ccccc1
24: CCOC(=O)CN1C(=O)CSc2ccc(S(=O)(=O)N3CCOCC3)cc21

compound no.,17,18,19,20,21,22,23,24
LYPLA2 inh,1,-1,-4,-4,-6,1,-6,0
PP1 inh,0,-2,2,5,1,0,-2,-3
PREPL inhibitor,14,5,3,3,-8,3,16,-3
HCV core dimer,1,1,3,7,-1,0,-3,0
Efflux pump inh,-0.5,0.1,-0.1,0.0,0.0,-0.5,0.5,0.1
JMJD2C inh,14,-4,7,-11,-1,10,-17,-26
CTSL1 counter,-1,1,-2,-3,3,1,0,1
TPT1 inhibitor,-1,0,-8,-3,-1,1,3,0
PP5 inh,0.5,-2.3,-1.3,6.3,1.3,0.5,2.0,0.3

25: Cc1ccc(/C=C/C(=O)OCC(=O)NC(=O)NCc2ccco2)cc1
26: COc1ccc(Cl)cc1N(CC(=O)NCCSCc1ccccc1)S(C)(=O)=O
27: CC1CCCC(NC(=O)C2CCN(S(=O)(=O)c3cnc[nH]3)CC2)C1C (stereo not given)
28: O=C(OCCN1CCOCC1)C1(c2ccccc2)CCCCC1
29: CCCCNC(=O)CC1Nc2ccccc2NC1=O (stereo not given)
30: O=C1c2cccc(Sc3ccccc3)c2C(=O)c2c(Sc3ccccc3)cccc21
31: CN(C)CCOC(c1ccccc1)c1ccccc1
32: CC(C(=O)OCC(=O)Nc1cccc(S(=O)(=O)N2CCOCC2)c1)N1C(=O)c2ccccc2C1=O (stereo not given)

compound no.,25,26,27,28,29,30,31,32
LYPLA2 inh,0,4,1,2,-6,8,2,0
PP1 inh,2,4,-1,0,-4,-1,-2,0
PREPL inhibitor,7,7,-6,-2,-1,12,3&-4,21
HCV core dimer,.,-8,-2,12,-3,3,3,-3
Efflux pump inh,0.0,-0.3,0.1,0.0,-0.1,-0.1,0.0&0.2,-0.1
JMJD2C inh,6,-3,-13,74,-2,45,-13&8,2
CTSL1 counter,.,-4,-2,-2,8,-3,3,6
TPT1 inhibitor,.,-2,-2,1,-8,-3,2,0
PP5 inh,1.2,2.9,2.5,-0.6,-0.2,-0.9,-0.2,1.9

33: COc1ccc(N(CC(=O)Nc2cccc(C(=O)O)c2)S(=O)(=O)c2c(C)noc2C)cc1
34: O=C(NC(=S)Nc1ccccc1N1CCCCC1)c1ccc(F)cc1
35: Cc1ccccc1NC1=C(Cl)C(=O)OC1OC(=O)c1ccccc1C (stereo not given)
36: Cc1ccc(C(=O)/C=C/Nc2ccccn2)cc1
37: Cc1nc2ccccc2c(=O)n1NC(=O)c1c(F)cccc1F
38: CCOc1ccc2nc(N3CCCC(C(=O)N4CCN(CC)CC4)C3)sc2c1 (stereo not given)
39: CCC(=O)Nc1ccc2c(c1)nc(CCN1CCCCC1)n2C
40: COc1ccccc1C/C(N)=N/OC(=O)c1ccco1

compound no.,33,34,35,36,37,38,39,40
LYPLA2 inh,1,-6,-7,7,10,5,4,2
PP1 inh,-1,0,5,1,-1,0,-1,-2
PREPL inhibitor,11,-3,-37,1,24,15,6,10
HCV core dimer,-1,12,5,-4,-4,-5,-5,-7
Efflux pump inh,0.0,-0.1,-0.2,-0.1,-0.2,0.0,-0.2,-0.1
JMJD2C inh,.,23,-4,-6,-10,-5,4,-10
CTSL1 counter,0,4,-1,0,-5,1,-5,-11
TPT1 inhibitor,-4,2,-6,-1,-3,0,0,-3
PP5 inh,-0.4,2.4,4.2,3.3,-1.6,0.5,0.2,-2.9

41: COc1ccc(NC(=O)c2ccc(-c3csc(C)n3)cc2)cc1
42: O=C(c1ccc2c(c1)OCO2)N1CCN(C(=O)c2ccco2)CC1
43: COC(=O)c1sccc1NC(=O)CSc1cccc(Cl)c1Cl
44: CCC1Oc2ccc(C)cc2N(CC(=O)N2CCCC2)C1=O (stereo not given)
45: C=CCOC(=O)C1=C[C@H](c2csc3ccccc23)C[C@H](OCc2ccc(CO)cc2)O1
46: Cc1ccc(CNC(=O)CN2CCCC(C)C2)cc1 (stereo not given)
47: Cn1c2ccccc2c2cc(/C=N/NC(=O)c3cc(O)ccc3O)ccc21
48: CC(/C=N/N1CCN(Cc2ccccc2)CC1)=C\c1ccccc1

compound no.,41,42,43,44,45,46,47,48
LYPLA2 inh,-5,1,-9,0,-11,-2,3,5
PP1 inh,11,-1,1,-2,22*,-1,14,-2
PREPL inhibitor,17,11,3,9,21,4,31,2
HCV core dimer,-1,-3,-1,-9,5,5,38,4
Efflux pump inh,0.3,0.0,0.2,0.4,.,0.0,0.1,-0.2
JMJD2C inh,-5,2,0,-2,-5,0,9,4
CTSL1 counter,0,1,-3,1,2,-1,1,3
TPT1 inhibitor,5,-1,0,2,-1,-2,2,1
PP5 inh,4.5,0.5,4.1,2.9,3.4,1.2,1.0,-1.6

49: COc1ccc(NC(=O)CCCN2C(=O)/C(=C\c3ccco3)SC2=S)cc1
50: Cn1c(=O)[nH]c(=O)c2c1nc(N1CCOCC1)n2CCSc1nnnn1-c1ccccc1
51: Cc1cc(C)nc(SCC(=O)Nc2sc3c(c2C#N)CCC(C)C3)n1 (stereo not given)
52: CCOc1ccc(OCC(=O)Nc2ccccc2C(F)(F)F)cc1
53: NNC(=O)c1cnn(-c2ccccc2)c1-n1cccc1
54: CC1CCCCN1C(=O)c1cc2ccccc2cc1O (stereo not given)
55: O=C(CNc1ccccc1)NN=C1CCCC1
56: CCOC(=O)C1=CC[C@H]2c3c(c4ccccc4n3C)C(=O)C1N2C

compound no.,49,50,51,52,53,54,55,56
LYPLA2 inh,2,2,3,0,3,6,0,5
PP1 inh,4,-5,1,-1,-2,-3,-2,1
PREPL inhibitor,17,6,28,1,14,0,18,7
HCV core dimer,-6,0,12,-2,0,1,-3,.
Efflux pump inh,0.8,-0.1,-0.2,-0.2,-0.1,0.6,-0.3,-0.3
JMJD2C inh,5,-14,0,-3,-5,-2,-28,5
CTSL1 counter,3,0,2,-1,-4,3,2,.
TPT1 inhibitor,11,3,1,-6,-4,-2,0,.
PP5 inh,1.6,-2.0,2.2,1.7,-1.3,0.5,0.7,2.3

57: COCc1nnc(NC(=O)CCCOc2ccccc2)s1
58: CCOC(=O)c1cccc(NC(=O)C(NS(=O)(=O)c2ccc3c(c2)CCN3C(C)=O)C(C)C)c1 (stereo not given)
59: CC1CCCCC1NC(=O)CO/N=C/c1ccc(OC(F)F)cc1 (stereo not given)
60: O=C(Nc1ccccc1N1CCN(C(=O)c2ccccc2)CC1)c1ccco1

compound no.,57,58,59,60
LYPLA2 inh,1,9,-3,-1
PP1 inh,-5,-2,2,0
PREPL inhibitor,-3,4,7,3
HCV core dimer,2,-3,-8,-19
Efflux pump inh,-0.1,-0.2,0.1,0.1
JMJD2C inh,3,.,-10,-4
CTSL1 counter,-4,-2,-1,6
TPT1 inhibitor,-1,-2,0,-3
PP5 inh,-2.2,-0.1,3.3,-5.6
